Assay outcomes from PubChem.
TEAD-YAP block = TEAD-YAP interaction inhibition | HEK-TIYL cells, TEAD-Gal4/YAP UAS-luciferase luminescence | actives 1.4% (n = 640,000) | inhibition, % at 9.12 µM; in the data active means inhibition above about 32%;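 further: 0% = median of test compound wells and 100% = reference inhibitor wells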
GPR151 activ = activates the human receptor GPR151 | Q8TDV0 | PathHunter beta-arrestin GPR151 cells, luminescence | activation, % at 11.2 µM | actives 1% (n = 650,000) | AID 1508602; in the data active means activation above about 4.9%;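 further: 0% = median of compound wells and 100% = cells with positive control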
Target sequence (Q8TDV0 whole entry, looked up): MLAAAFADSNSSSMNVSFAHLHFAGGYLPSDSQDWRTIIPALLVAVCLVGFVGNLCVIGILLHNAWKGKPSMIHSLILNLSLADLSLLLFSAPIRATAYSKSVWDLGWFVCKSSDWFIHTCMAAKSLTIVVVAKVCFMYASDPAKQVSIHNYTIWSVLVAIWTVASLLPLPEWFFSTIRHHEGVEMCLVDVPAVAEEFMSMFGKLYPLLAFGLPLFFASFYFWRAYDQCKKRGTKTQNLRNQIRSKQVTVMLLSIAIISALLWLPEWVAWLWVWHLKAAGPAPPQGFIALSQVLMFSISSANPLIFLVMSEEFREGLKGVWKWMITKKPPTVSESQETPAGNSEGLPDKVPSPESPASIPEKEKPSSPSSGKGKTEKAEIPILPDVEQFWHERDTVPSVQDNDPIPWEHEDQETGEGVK
FBW7 act = human FBW7 E3 ligase activation, primary screen; AID 1259310; normalized activity (activation), % at 26.1 µM; AlphaScreen FBW7–phospho-cyclin E peptide binding, activator screen; Q969H0; actives 0.13% (n = 650,000); in the data active means normalized activity above about 1.9%;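 further: purified mutant Fbw7 with reduced substrate affinity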
MITF inh = inhibitors of human MITF. O75030. AlphaScreen MITF homodimerization, bead proximity signal. inhibition, % at 2.6 µM. actives 0.91% (n = 650,000); in the data active means inhibition above about 50%;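 further: 0% = vehicle wells with protein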
Target sequence (O75030 whole entry, looked up): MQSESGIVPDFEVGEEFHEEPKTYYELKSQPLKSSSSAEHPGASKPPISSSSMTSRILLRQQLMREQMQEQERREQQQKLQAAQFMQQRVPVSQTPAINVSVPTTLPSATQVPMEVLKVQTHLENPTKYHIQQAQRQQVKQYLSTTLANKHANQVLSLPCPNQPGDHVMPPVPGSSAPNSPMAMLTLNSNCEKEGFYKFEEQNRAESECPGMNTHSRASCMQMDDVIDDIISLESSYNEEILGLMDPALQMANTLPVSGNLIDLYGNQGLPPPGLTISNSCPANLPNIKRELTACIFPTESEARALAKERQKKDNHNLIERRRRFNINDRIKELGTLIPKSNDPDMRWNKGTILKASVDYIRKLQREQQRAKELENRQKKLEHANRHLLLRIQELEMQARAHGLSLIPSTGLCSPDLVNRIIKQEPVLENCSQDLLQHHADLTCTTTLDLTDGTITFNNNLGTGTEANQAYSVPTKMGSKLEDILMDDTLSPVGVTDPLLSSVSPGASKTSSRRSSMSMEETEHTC
* = called active by the depositor; x = not tested or not shown. Rows are unselected; any-hit rate near 3.5%.

The opening 2 entries, ahead of the listing:
The line under a structure holds: TEAD-YAP block	GPR151 activ	FBW7 act	MITF inh
> C/C(=N/NC(=O)c1cccc(Cl)c1)c1ccccc1Cl
  -40	0.1	0.7	7
> Nc1c(C(=O)c2ccc(F)cc2)sc2nc(-c3ccccc3)cc(-c3ccccc3)c12
  3	1.0	0.1	-4

This part in full (from the top)
The line under a structure holds: TEAD-YAP block	GPR151 activ	FBW7 act	MITF inh
> C/C(=N/NC(=O)c1cccc(Cl)c1)c1ccccc1Cl
  -40	0.1	0.7	7
> Nc1c(C(=O)c2ccc(F)cc2)sc2nc(-c3ccccc3)cc(-c3ccccc3)c12
  3	1.0	0.1	-4
> COCCN(Cc1ccc(F)cc1)C(=O)Nc1ccc(C)cc1
  3	-0.2	-0.1	3
> Cc1ccc(NC(=O)NCCCN2CCCC2=O)cc1
  -15	2.0	0.3	-25
> CCCc1[nH]nc2c1C(c1ccc(-c3ccccc3Cl)o1)C(C#N)=C(N)O2 (stereo not drawn)
  14	-1.2	-0.1	12
> COc1ccc(/C=C/C(=O)N2CCC(CN3C(=O)c4cccc5cccc(c45)C3=O)CC2)cc1OC
  4	0.3	0.0	2
> CN(C(=O)CC1(c2ccccc2)CC(=O)N(CCc2ccccn2)C1=O)C(C1CC1)C1CC1 (stereo not drawn)
  -3	-1.5	1.5	8
> O=C1[C@H]2[C@H]3[C@H](O)[C@H](O)C/C(=N\OCc4ccccc4)[C@H]3CC[C@H]2C(=O)N1C[C@@H]1CCCO1
  x	0.0	-0.1	1
> CC(=O)Nc1ccc(S(=O)(=O)N2CCSCC2)cc1
  -9	-0.6	0.8	10
> O=C(COc1ccc(Cl)cc1Br)NCCN1CCOCC1
  -10	-0.1	0.1	-15
> O=C(Nc1cc(=O)[nH]c(=O)[nH]1)c1cc(Br)ccc1Cl
  54*	-1.0	0.3	14
> CCN(CC)C(=O)c1cc2c(=O)oc3ccc(C)cc3c2s1
  -7	0.7	-0.1	0
> COC(=O)CN(c1ccc(Cl)cc1Cl)S(C)(=O)=O
  5	7.3*	-0.1	6
> COCCCNC(=O)C(C)Oc1ccc(Cl)cc1C (stereo not drawn)
  -6	1.7	-0.1	-3
> Cc1ccccc1-c1nn2c(-c3ccncc3)nnc2s1
  15	-0.4	-0.1	8
> CCC(=O)c1ccc(N2CCN(C(=O)c3ccc(Cl)cc3Cl)CC2)c(F)c1
  6	0.5	0.5	4
> Cc1ccc(Nc2nc(COC(=O)/C=C/c3ccc(C)o3)cs2)cc1
  -40	-0.5	0.4	16
> Cc1cc2c(cc1Br)NC(=O)C21C(C#N)=C(N)Oc2cc(N)ccc21 (stereo not drawn)
  -10	0.4	-0.1	3
> COc1ccc(N=C2SC(C(=O)Nc3cccc(Br)c3)CC(=O)N2CCc2ccc(OC)c(OC)c2)cc1 (stereo not drawn)
  -4	0.8	-0.1	-9
> C=CCn1c(SCC(=O)Nc2sc3c(c2C#N)CCCCC3)nc2sc3c(c2c1=O)CCCC3
  -5	-1.1	-0.1	2
> CC1=C(C(=O)OC2CCCCC2)C(c2ccc([N+](=O)[O-])cc2)C2=C(CC(c3ccccc3)CC2=O)N1 (stereo not drawn)
  6	1.4	-0.1	17
> Oc1nc(-c2ccc(Cl)cc2)n2ccncc12
  -1	0.2	0.0	6
> CCn1cc(C(=O)OCc2ccccc2)c(=O)c2ccc(C)nc21
  -4	0.8	-0.1	-15
> O=C(CN1CCN(S(=O)(=O)c2ccc(Br)cc2)CC1)Nc1ccccc1F
  1	1.0	0.1	-6
> CCOc1ccc2c(c1)-c1c(ssc1=S)C(C)(C)N2C(=O)CC(C)C
  1	1.1	-1.1	22
> O=[N+]([O-])c1ccc(-c2nc(NCc3cccnc3)c3ccccc3n2)cc1
  -7	-1.6	0.5	11
> O=C(Nc1csc(-c2ccncc2)c1)C1COc2ccccc2O1 (stereo not drawn)
  -26	-0.6	0.1	26
> CCOC(=O)N1CCN(C(=O)c2ccc3c(=O)n(-c4ccc(OC)cc4)c(=S)[nH]c3c2)CC1
  -4	1.7	0.0	4
> O=C(CSc1nc2ccccc2s1)NCC1CN(Cc2ccccc2)CCO1 (stereo not drawn)
  8	-0.7	0.3	8
> Cc1ccccc1C1=N/C(=C/c2cccc3ccccc23)C(=O)O1
  7	1.9	0.3	8
> O=C1c2ccccc2C(=O)N1CC12CC3CC(CC(C3)C1)C2
  5	1.6	0.0	-2
> O=C(NCc1ccc2c(c1)OCO2)C(=O)c1c[nH]c2ccccc12
  -16	-0.2	0.0	9
> CCOc1ccc(C(=O)Nc2ccc(-c3nc4ccccc4o3)cc2)cc1Br
  4	-0.4	-0.1	6
> Nc1no[n+]([O-])c1C(=O)N1CCCCC1
  3	-0.8	1.4	2
> CC1Cc2nc(SCC(=O)OCc3ccccc3)n(C)c(=O)c2S1 (stereo not drawn)
  -2	0.7	0.2	0
> Cc1cccn2c(=O)c3cc(C(=O)NCc4ccccc4)n(Cc4ccccc4)c3nc12
  -6	-1.5	0.0	-1
> CN(C)c1ccc(C2C(C#N)=C(N)OC3=C2C(=O)CCC3)cc1 (stereo not drawn)
  -3	-0.9	0.0	15
> Cc1cc(C)c(N2C(=O)c3ccccc3C2=O)c(C)c1
  1	-0.8	0.1	17
> Cn1ccnc1C1(O)CCN(C(=O)C2CCCC2)CC1
  4	1.6	0.0	5
> CN1Cc2ccccc2CC1C(=O)NCC1CCC2(CCN(Cc3ccccn3)CC2)O1 (stereo not drawn)
  -10	1.4	0.5	2
> O=C(COc1ccc(-n2cnnn2)cc1)Nc1ccc(OC(F)(F)F)cc1
  0	1.5	0.1	13
> c1ccc(CN2CCN(Cc3ccccc3)C2c2cccs2)cc1
  8	2.0	-0.1	1
> COC(=O)c1nn(-c2ccc3c(c2)OCO3)cc1O
  24	-9.3	-0.1	5
> CCC(C)(C)NC(=O)C(c1ccncc1)N(C(=O)c1csnn1)c1cc(C)ccc1C (stereo not drawn)
  5	0.0	0.0	20
> Cc1cc(C)c(C#N)c(NCc2ccccc2)n1
  -5	-1.1	0.1	9
> Cn1c(SCC(=O)NCc2ccc(F)cc2)nnc1-c1c[nH]c2ccccc12
  4	-1.1	-0.3	-2
> O=C(CSc1nnc(-c2ccco2)o1)NCc1ccccc1
  6	0.6	0.2	11
> Fc1ccc(C2=CC(c3ccc(Cl)cc3)n3nnnc3N2)cc1 (stereo not drawn)
  -31	1.3	0.0	-6
> Cc1ccc2[nH]c3c(=O)n(CCCN4CCCC4=O)cnc3c2c1
  -38	-0.8	0.1	11
> COc1ccccc1CNC(=O)CCCn1nc(C)n2ccnc2c1=O
  8	-0.5	0.0	7
> CCc1c(C)sc(NC(=O)CN2CCN(C/C=C/c3ccccc3)CC2)c1C(N)=O
  10	0.9	0.2	2
> COc1ccc(C(=O)Nc2cccc(C(F)(F)F)c2)cc1OC
  -10	1.8	0.2	3
> COC(=O)c1c(NC(=O)CCCCCN2C(=O)c3ccccc3C2=O)sc2c1C(C(=O)OC)CC2 (stereo not drawn)
  7	0.4	0.1	-2
> CCN(CC)c1ccc2cc(-c3nnc(NC)s3)c(=O)oc2c1
  -27	-0.8	0.0	-1
> O=C(NCC1CCC2(CCN(Cc3cnc(-c4ccccc4)s3)CC2)O1)c1cccnc1 (stereo not drawn)
  26	-0.1	-0.2	70*
> CSCC(=O)NNC(=O)CN(C)S(=O)(=O)c1ccc(C)cc1
  6	0.0	0.0	-7
> O=C(O)c1ccc2[nH]c3c(c2c1)CCCC3
  -2	2.1	0.0	0
> CC(C)(C)C(=O)COC(=O)COc1ccc(Cl)cc1Cl
  -9	1.2	-0.1	-3
> CCC(C)(C)n1nnnc1C(c1ccncc1)N1CCN(c2ccccc2F)CC1 (stereo not drawn)
  2	0.6	0.0	3
> CCC(C)NC(=O)C1CCCN(C(=O)c2cc3sccc3n2C)C1 (stereo not drawn)
  1	-0.4	0.1	12

Next part:
The line under a structure holds: TEAD-YAP block	GPR151 activ	FBW7 act	MITF inh
> Cc1ccc(C(=O)COC(=O)CCC(=O)Nc2cccc(Cl)c2)cc1[N+](=O)[O-]
  4	-1.4	-0.2	13
> C=CCOC1C=CC=CC1C(c1c(C)[nH][nH]c1=O)c1c(C)[nH][nH]c1=O (stereo not drawn)
  4	0.1	-0.6	16
> CC(NC(=O)c1cc(-c2ccc(O)cc2)on1)c1ccccc1 (stereo not drawn)
  12	-0.7	0.1	2
> CCC(C)c1ccc(N2C(=O)c3ccccc3NC2c2ccc(Br)cc2)cc1 (stereo not drawn)
  -16	0.6	0.8	18
> O=C(Nc1ncc(Cc2cccc(Cl)c2)s1)c1ccccc1[N+](=O)[O-]
  -4	1.0	0.3	-12
> Cc1ccc2cccc(Oc3ncnc4scc(-c5ccccc5)c34)c2n1
  -4	-1.0	0.0	-3
> Cn1nccc1C(=O)NCC1CCC2(CCN(Cc3ccc4ccccc4c3)CC2)O1 (stereo not drawn)
  -2	0.4	-0.1	3
> CC(=O)NC1=NC(=O)/C(=C/c2ccccc2F)S1
  -13	-1.6	0.1	10
> COc1ccccc1OCCN1CCN(C)CC1
  -6	0.6	0.0	73*
> CSCCC(NC(=O)/C(=C/c1ccco1)NC(=O)c1ccc(Br)o1)C(=O)O (stereo not drawn)
  -4	1.4	0.0	0
> CC(=O)N1N=C(Cc2ccc(-c3ccccc3)cc2)OC12CCCC2
  0	0.2	-0.1	-4
> CC(=O)c1sc(NC(=O)CCCSc2ccccc2)nc1C
  1	2.5	-0.2	-14
> CCOc1ccc(-n2c(C)nc3cc(C(=O)NCCCN(CC)CC)ccc32)cc1
  -7	-0.9	0.1	-11
> N#Cc1nc(Cl)c(C(C#N)c2nc3ccccc3[nH]2)nc1C#N (stereo not drawn)
  -3	1.3	0.0	24
> Cc1nc2sccn2c(=O)c1S(=O)(=O)Nc1cccc(F)c1
  -3	-0.4	0.1	-7
> Cc1ccc(-n2c(=O)c3oc4ccccc4c3n(CC(=O)NCc3ccco3)c2=O)cc1
  14	-0.8	0.0	5
> COc1ccc2c(c1)sc1ncc(C(=O)NC(C)C)c(=O)n12
  0	1.2	0.1	11
> CCOCCCNCc1c(C(=O)O)n(Cc2ccc(C)cc2)c2ccccc12
  10	1.5	0.0	10
> COc1ccc(C(=O)c2ccc(OC)c(OC)c2)cc1OC
  5	-1.2	-0.1	1
> Cc1ccc2c(c1)cc(CN1CCC(O)CC1)c(=O)n2C
  12	-1.2	0.2	5

Full records, looked up by structure:
Record of `CC(NC(=O)c1cc(-c2ccc(O)cc2)on1)c1ccccc1` (stereo not drawn) : TEAD-YAP block: 12; GPR151 activ: -0.7; FBW7 act: 0.1; MITF inh: 2
Record of `CSCCC(NC(=O)/C(=C/c1ccco1)NC(=O)c1ccc(Br)o1)C(=O)O` (stereo not drawn) : TEAD-YAP block: -4; GPR151 activ: 1.4; FBW7 act: 0.0; MITF inh: 0

The listing picks up, starting 2 compounds before the break.
The line under a structure holds: TEAD-YAP block	GPR151 activ	FBW7 act	MITF inh
> COc1ccc(C(=O)c2ccc(OC)c(OC)c2)cc1OC
  5	-1.2	-0.1	1
> Cc1ccc2c(c1)cc(CN1CCC(O)CC1)c(=O)n2C
  12	-1.2	0.2	5
> COc1ccc(CN(C)S(=O)(=O)/C=C/c2ccccc2)cc1OC
  2	-0.8	0.0	12
> Nc1ccccc1C(=O)Nc1cccnc1Cl
  -20	-1.0	-0.6	11
> COc1ccc(N(CC(=O)Nc2cccc(Cl)c2)S(=O)(=O)c2ccc(OC)c(OC)c2)cc1
  10	-0.4	0.2	-2
> CCOc1ccc2[nH]cc(C(=O)NCC3CCCO3)c(=O)c2c1 (stereo not drawn)
  -2	-0.7	0.0	-19
> O=C(O)CCc1nc(-c2cccnc2)no1
  -1	0.0	0.6	20
> CC(=O)Nc1ccc(Nc2nc(Nc3ccc(N4CCOCC4)cc3)nc3c2ncn3C2CCCCC2)cc1
  -11	-1.1	-0.1	9
> O=C(COc1ccc(/C=N/NC(=O)c2ccccc2O)cc1)NCc1ccco1
  -8	-1.9	0.2	15
> COc1cc(Nc2nc(NCCOc3ccccc3)c3ncn(-c4ccsc4)c3n2)cc(OC)c1OC
  19	-1.6	0.1	-3
> CCOc1ccc(NC(=O)CSc2nc3[nH]ncc3c(=O)n2-c2ccccc2OC)cc1
  20	0.3	-0.1	7
> COc1ccc(C(=O)NCC(=O)OCC(=O)c2c(N)n(C)c(=O)n(C)c2=O)cc1[N+](=O)[O-]
  -5	0.2	0.0	-3
> CC(C)N(CCNc1nc(-c2ccc(N3CCOCC3)nc2)nc2c1ncn2CCN1CCCC1=O)C(C)C
  -7	1.8	-0.1	2
> Cn1c(=O)[nH]c(=O)c2c1nc(N1CCC(C(N)=O)CC1)n2Cc1ccccc1
  -11	0.1	0.0	-13
> COC(=O)c1ccc(Sc2ccc(Cl)cc2)c(N)c1
  1	-1.4	0.0	-3
> COC(=O)c1cc(OC)c(OC)cc1N=Cc1c(O)[nH]c(=S)[nH]c1=O
  -2	-1.8	0.1	9
> C=CCOc1ccc2oc(-c3ccc(OC)cc3)cc(=O)c2c1
  -41	-0.9	-0.1	4
> CC(C)CCOC(=O)c1cc2cc(Br)ccc2oc1=O
  -7	0.6	-0.1	-3
> Cc1cccc(Cn2c(CN3CC(C)CC(C)C3)nc3c2c(=O)n(C)c(=O)n3C)c1 (stereo not drawn)
  -1	0.9	0.1	5
> CN(CCOC(=O)c1ccc(Cl)cc1Cl)C1=NS(=O)(=O)c2ccccc21
  -8	-2.0	0.7	15
> COc1ccccc1NC(=O)c1cc(S(=O)(=O)N2CCOCC2)ccc1F
  2	0.8	0.0	17
